MITF TRPM1 inh: inhibitors of MITF-dependent TRPM1 promoter reporter, primary screen, cell-based, SK-MEL-5, single point, luciferase; SK-MEL-5 TRPM1 promoter luciferase, 24 h; inhibition, % at 12.5 µM; actives 0.83% (n = 330,000); AID 488899, 2010;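 active means mean inhibition across replicates of 60% or more, whatever share of single replicates reaches that level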; further: values of inactives mirror those of a sister screen read the other way
CaV13 FRET inh: Primary screen for inhibitors of IQ motif and Ca2+-dependent inactivation inhibitor domain binding in CACNA1D, Förster resonance energy transfer in living cells, …; HEK cells, CFP/YFP FRET ICDI-IQ, plate reader, 10 min; percent FRET-ratio fall versus neutral wells; inhibition, % at 12.3 µM; actives 0.098% (n = 340,000); AID 743397;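 active means mean replicate inhibition of at least 30% and at least 1% of replicates passing that level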;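 further: 0% = median of the neutral control wells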
Granule exo inh: LAMP-1 surface exposure blockers, TALL-104 cells – cell-based, flow cytometry, MLPCN library, primary screen | TALL-104 LAMP-1 surface exposure; cells stimulated with thapsigargin and PMA | inhibition, % at 10 µM | actives 0.66% (n = 360,000) | AID 651702, 2012;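 active means inhibition above about 55%, limit read from the data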
PDI inh: inhibitors of human PDI, primary screen, biochemical, turbidity, single point, plate reader; Protein disulfide-isomerase (Homo sapiens), P07237; actives 0.052% (n = 350,000); inhibition, % at 10 µM; AID 588391, 2011; PDI insulin aggregation turbidity, A650, 90 min;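 active means mean inhibition across replicates of 30% or more, whatever share of single replicates reach that level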;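 further: absorbance from insulin aggregation driven by PDI reduction with DTT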
Target sequence (P07237 whole entry, looked up): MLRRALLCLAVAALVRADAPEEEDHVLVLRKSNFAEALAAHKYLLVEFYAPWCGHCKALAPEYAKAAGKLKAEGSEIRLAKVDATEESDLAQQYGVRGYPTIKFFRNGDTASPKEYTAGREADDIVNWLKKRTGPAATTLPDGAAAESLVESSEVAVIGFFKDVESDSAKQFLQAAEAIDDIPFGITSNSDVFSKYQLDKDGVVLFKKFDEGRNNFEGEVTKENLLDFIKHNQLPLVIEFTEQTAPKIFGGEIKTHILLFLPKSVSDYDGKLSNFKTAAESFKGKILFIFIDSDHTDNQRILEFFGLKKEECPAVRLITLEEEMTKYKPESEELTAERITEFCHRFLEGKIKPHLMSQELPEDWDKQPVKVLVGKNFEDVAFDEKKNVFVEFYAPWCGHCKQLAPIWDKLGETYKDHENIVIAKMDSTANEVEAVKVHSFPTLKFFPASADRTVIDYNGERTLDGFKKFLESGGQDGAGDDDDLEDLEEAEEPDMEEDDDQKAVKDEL
aDG glyco up: activators of alpha-DG glycosylation, primary screen, uHTS, Pro5-aDG cells, AlphaScreen; alpha-DG glycosylation AlphaScreen (IIH6); 0% Pro5, 100% B10-LARGE cell signal; actives 0.22% (n = 360,000); AID 624168, 2012; activation, % at 10 µM;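 active means activation of at least 8% versus controls, or a plate z-score of at least 8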;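 further: Pro5 are CHO cells carrying HIG-tagged alpha-DG that lacks glycosylation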
Peg3 promoter: Peg3 promoter-driven luciferase inhibitors, primary screen, cell-based, HeLa, luciferase luminescence; HeLa PEG-Prom luciferase reporter, overnight; inhibition, % at 20 µM; actives 1.7% (n = 360,000); AID 588405, 2011;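 active means inhibition of at least 50% at 20 µM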
Vif imaging: HIV Vif self-association inhibitors, primary screen, imaging, HEK293T, single point | AID 602346, 2012 | actives 0.35% (n = 340,000) | HEK293T cells, Vif self-association by quenched fluorescence, 24 h | inhibition, % at 7.49 µM; in the data active means inhibition above about 50%, passing the limit was not always enough; further: some results filed as inactive read as strong as hits
NR2E3 ag-1: NR2E3 agonists in two-hybrid cells, primary screen, cell-based, luminescence, CHO-S, Gal4-NCOR/VP16-NR2E3; Photoreceptor-specific nuclear receptor (Homo sapiens), Q9Y5X4; luciferase; inhibition of corepressor binding, % at 3.98 µM; actives 0.35% (n = 360,000); AID 602229, 2012;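 active means inhibition above the mean of all tested compounds plus 3 SD, cut at about 70% in these data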;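 further: 0% = DMSO with NR2E3 transfected cells and 100% = cells lacking NR2E3 construct; higher means lower luciferase signal from less NR2E3 corepressor binding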
Target sequence (Q9Y5X4 whole entry, looked up, the tested form may be a part): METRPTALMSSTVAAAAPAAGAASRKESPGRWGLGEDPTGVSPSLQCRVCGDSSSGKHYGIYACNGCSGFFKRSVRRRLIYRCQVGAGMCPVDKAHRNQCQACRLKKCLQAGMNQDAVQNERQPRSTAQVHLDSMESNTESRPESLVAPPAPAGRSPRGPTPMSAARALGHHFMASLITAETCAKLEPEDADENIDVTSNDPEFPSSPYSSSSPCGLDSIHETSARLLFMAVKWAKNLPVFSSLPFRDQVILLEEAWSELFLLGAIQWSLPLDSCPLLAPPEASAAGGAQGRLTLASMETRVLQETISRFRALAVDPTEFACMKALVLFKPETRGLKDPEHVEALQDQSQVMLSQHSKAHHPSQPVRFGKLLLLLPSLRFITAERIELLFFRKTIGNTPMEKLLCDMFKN
HIF-2a block: HIF-2a reporter inhibitors, primary screen, luminescence, 786-0 RCC cells; 786-0 RCC cells HIF-2a reporter, luciferase luminescence, overnight; inhibition, % at 18.8 µM; actives 0.72% (n = 360,000); AID 624352, 2012;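 active means inhibition of the luminescence signal of 40% or more relative to plate controls, in a single-dose primary screen at 18.75 µM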
NR2E3 ag-2: inhibitors of NR2E3-RetCOR corepressor binding, primary screen, NR2E3 agonist project, biochemical, TR-FRET, GST-NR2E3, biotin-RetCOR. inhibition of corepressor binding, % at 4.78 µM. 1536-well. actives 0.12% (n = 320,000). AID 2300, 2010. Photoreceptor-specific nuclear receptor (Homo sapiens), Q9Y5X4;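 active means percent inhibition above the cutoff of mean plus 3 SD of all tested compounds, set per screening campaign, cut at about 20% in these data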;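 further: 0% = DMSO wells and 100% = biotin wells as full block of FRET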
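Assay system: NR2E3–RetCOR corepressor complex. Quantity: 1.35 nM GST-NR2E3. Buffer or medium: pH 7.5 Tris-based buffer. Reagent: biotinylated RetCOR corepressor at 7 nM final. Schedule: 5 h at 4 °C. Detection: TR-FRET, emission read at 617 and 671 nm. Replicates: one well per compound, singlicate testing.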
hiPSC survival: enhancers of single-cell hiPSC survival, primary screen, ATPlite luminescence. survival enhancement, % at 20 µM. 100% = ROCK inhibitor wells, 0% = DMSO. actives 0.044% (n = 360,000); in the data active means survival enhancement above about 18%;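 further: cells exposed to compounds for 16 hours before the ATP read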
Starred values were filed as active, the others as inactive; x = no result given.

| Structure | MITF TRPM1 inh | CaV13 FRET inh | Granule exo inh | PDI inh | aDG glyco up | Peg3 promoter | Vif imaging | NR2E3 ag-1 | HIF-2a block | NR2E3 ag-2 | hiPSC survival |
| --- | --- | --- | --- | --- | --- | --- | --- | --- | --- | --- | --- |
| CC1(C)CC(=O)C=C(c2cn[nH]n2)C1 | x | -4 | -4 | -16 | 0.2 | 8 | -4 | -31 | -13 | x | 5.7 |
| CN(Cc1ccco1)S(=O)(=O)c1nnc(NC(=O)c2ccccc2)s1 | -13 | x | 0 | -1 | 0.0 | -82 | -5 | -25 | -121 | 3 | 0.0 |
| N#Cc1ccc(/C=C/C(=O)c2ccco2)cc1 | -2 | -3 | -2 | -4 | 0.0 | 29 | x | -11 | 9 | -2 | -4.3 |
| CCOC(=O)N1CCN(C(=O)C(C)(C)Oc2ccc(Cl)cc2)CC1 | -13 | -2 | 0 | x | 0.2 | 15 | 16 | -25 | 9 | 5 | -0.5 |
| COc1ccc(NC(=O)C2CCN(S(=O)(=O)c3ccc(OC)c(OC)c3)CC2)cc1 | -3 | -8 | 10 | -6 | 0.3 | 7 | -9 | 18 | 5 | 2 | -1.2 |
| Cc1ccc2c(c1)N(C(=O)NC1CCCCC1)C(C)(C)CC2C (configuration not stated) | -8 | -9 | 2 | -2 | 0.1 | 9 | 10 | -18 | -41 | -1 | -1.3 |
| O=C(NCCCC1CCCC1)C1CCC(=O)N(Cc2ccc(Cl)cc2)C1 (configuration not stated) | 4 | -6 | 1 | -5 | 0.0 | 12 | -9 | 5 | 12 | 2 | -0.4 |
| COc1cc(/C=N/NC(=O)c2ccoc2C)cc(OC)c1O | -9 | -5 | -8 | 6 | x | x | 11 | -114 | x | 0 | x |
| CC(C)c1nc(Cl)c(C#N)c2c1COC(C)(C)C2 | -1 | -21 | 6 | -4 | -0.1 | 21 | 8 | 3 | 26 | -1 | -0.6 |
| CCOC(=O)C1CCCN(C(=O)CSc2nnnn2C)C1 (configuration not stated) | -6 | -2 | -1 | 7 | -0.1 | -3 | 1 | -48 | -5 | x | -0.4 |
| Cc1c(NS(=O)(=O)c2cccc(C(=O)NCc3ccncc3)c2)c(=O)n(-c2ccccc2)n1C | -11 | x | -6 | 13 | -0.3 | 12 | -2 | -5 | 19 | 2 | 0.4 |
| Cc1nc(NC(=O)c2cccnc2Cl)sc1C | -50 | -5 | -4 | 0 | 0.1 | -204 | -22 | -48 | -212 | 3 | -0.5 |

Sorted by molar mass (falling): 8 of the compounds above
| Structure | MITF TRPM1 inh | CaV13 FRET inh | Granule exo inh | PDI inh | aDG glyco up | Peg3 promoter | Vif imaging | NR2E3 ag-1 | HIF-2a block | NR2E3 ag-2 | hiPSC survival |
| --- | --- | --- | --- | --- | --- | --- | --- | --- | --- | --- | --- |
| COc1ccc(NC(=O)C2CCN(S(=O)(=O)c3ccc(OC)c(OC)c3)CC2)cc1 | -3 | -8 | 10 | -6 | 0.3 | 7 | -9 | 18 | 5 | 2 | -1.2 |
| CN(Cc1ccco1)S(=O)(=O)c1nnc(NC(=O)c2ccccc2)s1 | -13 | x | 0 | -1 | 0.0 | -82 | -5 | -25 | -121 | 3 | 0.0 |
| O=C(NCCCC1CCCC1)C1CCC(=O)N(Cc2ccc(Cl)cc2)C1 (configuration not stated) | 4 | -6 | 1 | -5 | 0.0 | 12 | -9 | 5 | 12 | 2 | -0.4 |
| CCOC(=O)N1CCN(C(=O)C(C)(C)Oc2ccc(Cl)cc2)CC1 | -13 | -2 | 0 | x | 0.2 | 15 | 16 | -25 | 9 | 5 | -0.5 |
| Cc1ccc2c(c1)N(C(=O)NC1CCCCC1)C(C)(C)CC2C (configuration not stated) | -8 | -9 | 2 | -2 | 0.1 | 9 | 10 | -18 | -41 | -1 | -1.3 |
| CCOC(=O)C1CCCN(C(=O)CSc2nnnn2C)C1 (configuration not stated) | -6 | -2 | -1 | 7 | -0.1 | -3 | 1 | -48 | -5 | x | -0.4 |
| Cc1nc(NC(=O)c2cccnc2Cl)sc1C | -50 | -5 | -4 | 0 | 0.1 | -204 | -22 | -48 | -212 | 3 | -0.5 |
| CC1(C)CC(=O)C=C(c2cn[nH]n2)C1 | x | -4 | -4 | -16 | 0.2 | 8 | -4 | -31 | -13 | x | 5.7 |

Next structures follow.
| Structure | MITF TRPM1 inh | CaV13 FRET inh | Granule exo inh | PDI inh | aDG glyco up | Peg3 promoter | Vif imaging | NR2E3 ag-1 | HIF-2a block | NR2E3 ag-2 | hiPSC survival |
| --- | --- | --- | --- | --- | --- | --- | --- | --- | --- | --- | --- |
| Cc1cc(N)ccc1-c1cc2ccccc2oc1=O | -23 | -11 | -7 | -4 | -0.1 | -28 | 52* | -9 | -45 | 2 | 0.0 |
| Cc1cc(NC(=O)CSCC(=O)N2CCN(c3ccccc3)CC2)no1 | -2 | -9 | -4 | -1 | 0.0 | -2 | 10 | -25 | 3 | x | -2.1 |
| CCCC(=O)Nc1ccc(-c2ccc(NC(=O)CCC)cc2)cc1 | 3 | -6 | 7 | -4 | 0.1 | -2 | -1 | -26 | 11 | 1 | 0.4 |
| O=C(CNC1CCCCC1)Nc1ccc(Cl)cc1 | -16 | -21 | -3 | -4 | 0.4 | 4 | 20 | -9 | -4 | -4 | -0.2 |
| Cc1cn(C(=O)C(C)N2C(=O)c3ccccc3C2=O)c(C)n1 (configuration not stated) | -3 | -7 | 0 | 10 | -0.1 | 5 | 3 | 6 | 16 | -2 | 4.0 |
| CN(C)S(=O)(=O)c1ccc2oc(SCC(=O)NCC(F)(F)F)nc2c1 | -3 | -6 | 1 | 7 | -0.6 | 8 | 8 | 1 | 8 | -1 | -1.9 |
| COc1ccccc1CCNC(=O)CCn1c(=O)c2cccn2c2ccc(F)cc21 | -5 | -2 | 32 | 5 | 0.3 | -3 | -4 | 11 | 2 | -2 | 0.1 |
| Cc1csc2ncc(C(=O)NCc3ccco3)c(=O)n12 | 4 | x | 6 | 3 | 0.1 | -13 | 5 | -16 | -11 | 3 | -0.8 |
| COc1ccc(N(C)S(=O)(=O)c2cccc(C(=O)OC(C)C(=O)NC3CCCCC3C)c2)cc1 (configuration not stated) | 12 | -6 | -1 | 13 | 0.0 | 17 | 6 | -40 | 16 | -1 | 0.3 |
| O=C(COc1ccccc1F)NCCc1ccc2c(c1)OCCO2 | 7 | -5 | -2 | 0 | 0.0 | -15 | -2 | -2 | -21 | x | 1.0 |
| Cc1cc([N+](=O)[O-])ccc1NC(=O)C(C)N1CCN(c2ccccn2)CC1 (configuration not stated) | -3 | -4 | 8 | 0 | 0.5 | 8 | -5 | -5 | 12 | 0 | -0.5 |
| COc1ccc(Cc2nnc(SC)n2-c2ccc(F)cc2)cc1OC | x | x | -1 | x | 0.0 | 13 | x | -15 | 2 | x | 0.3 |
| CCc1nc2ccccc2c(C(=O)OCC(=O)N2CC(C)OC(C)C2)c1C (configuration not stated) | 3 | -6 | 3 | -2 | -0.1 | -7 | -5 | -46 | 21 | 0 | 0.9 |
| Cc1scc(C(=O)NNC(=S)NC(C)c2ccccc2)c1C (configuration not stated) | 0 | -3 | -5 | 10 | 0.8 | 13 | -8 | 22 | -3 | 1 | 0.2 |
| N/C(=N\OC(=O)c1ccc(Cl)cc1)c1nonc1N | -9 | -8 | -4 | 12 | -0.2 | -19 | x | -62 | -133 | -1 | -2.0 |
| O=C(CCN1CCc2ccccc2C1)Nc1ccccc1F | -11 | -5 | -2 | 3 | 0.6 | -24 | 15 | -25 | -29 | 3 | -1.1 |
| CCOc1ccccc1CNn1nnnc1N | 3 | -5 | 1 | 9 | -0.3 | 12 | -3 | -1 | 16 | 4 | -0.3 |
| O=C(C[C@H]1C/C=C\CC[C@H](Cc2ccc(F)cc2)C(=O)OC[C@H]2CCCN2C1=O)N[C@@H](CO)Cc1ccccc1 | 1 | -10 | -5 | 0 | 0.3 | 18 | -1 | 10 | -15 | x | -1.4 |
| NC(=O)c1ccc(NC(=O)CSc2nnc(C3CC3)n2C2CC2)cc1 | -3 | -12 | 1 | -3 | 0.0 | -4 | 0 | -21 | 10 | x | 0.3 |
| O=C(N/N=C1/C(=O)c2cccc3cccc1c23)c1ccc(Cl)cc1 | -7 | -2 | 2 | -5 | 0.1 | -52 | -7 | -4 | -72 | 0 | 0.9 |
| COc1ccccc1OCC(=O)n1cc(C(=O)c2cc(Cl)cc(Cl)c2O)cn1 | 1 | -4 | -8 | 1 | 0.1 | 17 | -2 | -16 | 15 | 3 | -0.9 |
| CCNC(=O)/C(C#N)=C/c1c(N2CCN(c3ccc(OC)cc3)CC2)nc2c(C)cccn2c1=O | 0 | -2 | -3 | 6 | -0.2 | 17 | -18 | -25 | 24 | 4 | -0.3 |
| CO/N=C/Cc1c([N+](=O)[O-])c(C)nn1C | -8 | -3 | -4 | 5 | 0.1 | 0 | 1 | 9 | 1 | 1 | 0.5 |
| Cc1ccc(-c2cc(-c3ccccc3)c(C#N)c(Br)n2)cc1 | 0 | -4 | 2 | -1 | 0.2 | 6 | 2 | -6 | 11 | 3 | -1.6 |
| Cc1ccc(C)c(S(=O)(=O)N2CCCC2CNC(=O)C(=O)NC2CCCCCC2)c1 (configuration not stated) | -3 | -6 | -25 | -2 | 0.5 | 0 | -5 | 6 | -12 | -2 | 0.0 |
| CC(C)C(OC(=O)C1=Cc2ccccc2OC1)C(=O)NC1CCCC1 (configuration not stated) | 5 | -3 | 0 | -6 | 0.3 | 22 | 1 | -13 | 23 | 6 | 0.3 |
| CN1CCN(C(=S)c2ccc(-c3cc(Cl)ccc3Cl)o2)CC1 | -5 | -5 | 20 | 0 | 0.1 | -19 | -2 | -24 | -70 | -3 | -0.5 |
| CCSc1nc2ccccc2n1CCC(=O)O | 6 | 0 | -1 | 5 | -0.1 | -8 | x | -16 | 0 | 2 | 2.1 |
| CCC(C)(C)C(=O)Nc1cc([N+](=O)[O-])ccc1F | -16 | -3 | 4 | 8 | 0.1 | -28 | 2 | -10 | 13 | 0 | 2.0 |
| CCOC(=O)Cn1c2[n+](c3ccccc31)CC(O)CS2 (configuration not stated) | 6 | -7 | -3 | -1 | -0.2 | 5 | 1 | -4 | 7 | 1 | -0.7 |
| CCN(CC)S(=O)(=O)c1ccc(OC)c(NC(=O)c2cccs2)c1 | -9 | 3 | -4 | 6 | -0.1 | 11 | -1 | 15 | 3 | 3 | -0.4 |
| CCOC(=O)CSc1nc2cc(C(=O)NCc3ccco3)ccc2c(=O)n1-c1ccc(F)cc1 | -2 | -4 | 0 | -10 | 0.0 | 26 | 3 | -17 | -22 | 0 | -0.4 |

Source: PubChem BioAssay (several laboratories)
